NFkB transloc inh: blocks IL-1B driven NFkB nuclear translocation in HUVEC cells; 94,000 compounds, 0.43% hits; inhibition, % at 2 µM; AID 796; HUVEC IL-1B NFkB p65 nuclear translocation imaging;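 active = inhibition above about 30% together with a positive call from visual inspection of the well image, limit read from the data; inconclusive = inhibition above a set limit but visual check negative; inactive = inhibition not above a set limit, visual check negative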;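 note: nuclear over cytoplasmic p65 intensity ratio measured by imaging; 0% = IL-1B stimulated DMSO wells and 100% = unstimulated DMSO wells; values of inactives mirror those of a sister screen read the other way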
Bcl-B displacement: displacers of TR3 peptide from Bcl-B, primary screen, selectivity assay for Bfl-1 inhibitor project, biochemical, fluorescence polarization | FP displacement of FITC-TR3 peptide from Bcl-B; higher % means a stronger effect | displacement, % at 20 µM; hits with a dose series show IC50 in µM | 96,000 compounds, 0.11% hits;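 active = displacement above 50% at 20 µM plus a fluorescence interference ratio under 1.5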;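 note: plate controls were wells without compound for no effect and wells lacking Bcl-B protein for full effect; a part of the inactive calls stands beside numbers as strong as those of hits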
PLAP inhibitors HTS: PLAP enzyme inhibitors, biochemical, luminescence, HTS (AID 690). 96,000 compounds, 0.08% hits. inhibition, % at 20 µM, or IC50 in µM where a hit was titrated. purified PLAP, luminescent substrate; higher % means a stronger effect; in the data active = a potency from the dose series; inactive = the rest, 99 in 100 with inhibition below about 30%; note: strong numbers were not always called active
NFkB transloc pot: enhances IL-1B driven NFkB nuclear translocation; HUVEC IL-1B NFkB p65 nuclear translocation imaging; activation, % at 2 µM; 94,000 compounds, 0.3% hits;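 active = activation above 40%, about the mean plus 3 SD, also judged a hit on visual image review; inconclusive = activation above 40% but not a hit on visual review; inactive = activation not above 40% and no visual hit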;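 note: percent activation is computed from the nuclear over cytoplasmic p65 intensity ratio; values of inactives mirror those of a sister screen read the other way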
MRP reversal: MRP-mediated drug resistance reversal; H69AR cells + 2 uM doxorubicin, CellTiter-Glo, 72 h; differential viability (reversal), % at 10 µM; 85,000 compounds, 0.04% hits; AID 602;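 active = viability drop by adding the cancer drug above about 55%, with treated viability meeting a 40% cutoff, limit read from the data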;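 note: viability without doxorubicin minus viability with 2 µM doxorubicin for each compound; larger differential means the compound sensitizes cells more to doxorubicin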
MRP reversal cytotoxicity: further read-out of MRP reversal, marked with its call; viability, %; H69AR cells, CellTiter-Glo, 72 h; measured here: cytotoxicity without doxorubicin
MRP reversal with doxorubicin: further read-out of MRP reversal, marked with its call; viability, %; measured here: viability with 2 uM doxorubicin; active compounds read low
NFkB transloc inh cell count 2 µM: recorded beside NFkB transloc inh, whose call it bears; cell count; measured here: cells passing quality filter;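 raw number of nuclei counted in each imaged well without normalization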
NFkB transloc pot cell count 2 µM: second read-out of NFkB transloc pot, no call of its own (marks repeat the call); cell count; measured here: cells passing quality filter
Numbers without * were called inactive; ? = inconclusive; / = no result given. The list is partial; the hit share may differ from the screen's.

SMILES	NFkB transloc inh	NFkB transloc inh cell count 2 µM	Bcl-B displacement	PLAP inhibitors HTS	NFkB transloc pot	NFkB transloc pot cell count 2 µM	MRP reversal	MRP reversal cytotoxicity	MRP reversal with doxorubicin
Cc1nc(SCC#N)c2c(C)c(C)sc2n1	-27.7	171	-5.3%	-13.4%	27.7	171	4.2	99.7	95.6
COc1cnn(C(C)(C)C)c(=O)c1Cl	-0.6	143	-4.7%	-6.6%	0.6	143	/	/	/
CN(C)CCNCc1ccccc1OC1CCCC1	-2.9	152	-0.6%	-1.1%	2.9	152	-4.6	89.5	94.2
CCN(CC)C(=O)C(=O)N/N=C/c1cccc(Br)c1	-13.6	130	-6.3%	-2.3%	13.6	130	/	/	/
CC12CCC(C(=O)N3CCN(C(c4ccccc4)c4ccccc4)CC3)(OC1=O)C2(C)C (stereo unspecified)	-22.3	58	0.4%	-70.6%	22.3	58	-8.1	87.7	95.7
Cc1cccc(-n2c(C)cc(/C=N/NC(=O)c3cccc([N+](=O)[O-])c3C)c2C)c1	19.0	197	-0.6%	-22.8%	-19.0	197	/	/	/
CC(=O)Nc1ccc(NC(=O)CCC(=O)NCCO)cc1	2.0	157	-6.5%	-9.0%	-2.0	157	-0.4	99.5	99.9
COc1ccc(C(=O)N2c3ccccc3C(=O)OC2c2ccc3c(c2)OCO3)cc1 (stereo unspecified)	2.1	146	-5.3%	-54.1%	-2.1	146	/	/	/
Cn1c(=O)c2cc(S(=O)(=O)NCCC(=O)NCCC3=CCCCC3)ccc2n(C)c1=O	-26.7	154	-6.3%	9.4%	26.7	154	-3.8	85.9	89.7
CNc1sc(C(=O)c2ccc(F)cc2)c(N)c1-c1nc2ccccc2s1	-4.3	211	-11.8%	8.1%	4.3	211	1.9	5.7	3.9
O=C(Nc1nc2ccc(Cl)cc2s1)c1ccc(Br)o1	-13.6	175	-14.4%	18.0%	13.6	175	/	/	/
O=C(O)C1CC=C(Cl)CC1C(=O)NCc1ccccc1 (stereo unspecified)	-24.5	140	-7.1%	11.7%	24.5	140	-10.8	97.8	108.6
Cc1ccccc1NC(=O)c1ccc(CSc2ncccn2)cc1	-1.5	173	-3.4%	-3.8%	1.5	173	/	/	/
CC1(C)Cc2c(c(=S)nc(-c3ccccc3)n2CCN2CCOCC2)CO1	10.7	176	-6.2%	24.3%	-10.7	176	-9.4	72.5	81.9
O=S(=O)(c1ccc2ccccc2c1)N1CCN(S(=O)(=O)N2CCCCC2)CC1	-1.8	26	3.0%	3.6%	1.8	26	19.9	85.0	65.2
COc1ccc(CCNC2=C(Cl)C(=O)N(CCc3ccc(OC)c(OC)c3)C2=O)cc1OC	-1.8	131	9.1%	-8.8%	1.8	131	10.4	77.9	67.5
CCOC(=O)N1CCN(S(=O)(=O)c2cc3c(cc2C)NC(=O)CO3)CC1	-28.7	176	6.8%	-0.6%	28.7	176	-3.8	89.9	93.7
COc1ccc2oc(=O)c(-c3nc(C)cs3)cc2c1	/	/	-39.0%	8.2%	/	/	3.0	85.8	82.8
CCOc1ccc(-c2nnc(SCc3nc4ccccc4[nH]3)n2N)cc1	-6.8	128	-11.1%	-141.5%	6.8	128	-2.3	75.9	78.2
CCOC(=O)c1ccc(N2C(=O)C3CC=C(C)CC3C2=O)cc1 (stereo unspecified)	-26.8	124	2.6%	5.6%	26.8	124	-0.9	103.2	104.1

Laid out differently: 6 of the compounds above.
Order of values – NFkB transloc inh	NFkB transloc inh cell count 2 µM	Bcl-B displacement	PLAP inhibitors HTS	NFkB transloc pot	NFkB transloc pot cell count 2 µM	MRP reversal	MRP reversal cytotoxicity	MRP reversal with doxorubicin
> O=C(Nc1nc2ccc(Cl)cc2s1)c1ccc(Br)o1
 : -13.6	175	-14.4%	18.0%	13.6	175	/	/	/
> O=C(O)C1CC=C(Cl)CC1C(=O)NCc1ccccc1 (stereo unspecified)
 : -24.5	140	-7.1%	11.7%	24.5	140	-10.8	97.8	108.6
> Cc1ccccc1NC(=O)c1ccc(CSc2ncccn2)cc1
 : -1.5	173	-3.4%	-3.8%	1.5	173	/	/	/
> CC1(C)Cc2c(c(=S)nc(-c3ccccc3)n2CCN2CCOCC2)CO1
 : 10.7	176	-6.2%	24.3%	-10.7	176	-9.4	72.5	81.9
> O=S(=O)(c1ccc2ccccc2c1)N1CCN(S(=O)(=O)N2CCCCC2)CC1
 : -1.8	26	3.0%	3.6%	1.8	26	19.9	85.0	65.2
> COc1ccc(CCNC2=C(Cl)C(=O)N(CCc3ccc(OC)c(OC)c3)C2=O)cc1OC
 : -1.8	131	9.1%	-8.8%	1.8	131	10.4	77.9	67.5

Later entries
SMILES	NFkB transloc inh	NFkB transloc inh cell count 2 µM	Bcl-B displacement	PLAP inhibitors HTS	NFkB transloc pot	NFkB transloc pot cell count 2 µM	MRP reversal	MRP reversal cytotoxicity	MRP reversal with doxorubicin
Cc1ccc(/C=c2\sc3nc(-c4cccnc4)nn3c2=O)cc1	-27.1	155	-19.8%	-12.1%	27.1	155	-0.7	85.7	86.4
Cc1ccc(C(=O)Oc2cc(C)n(C)c(=O)c2)cc1	12.2	148	0.9%	-1.5%	-12.2	148	/	/	/
COC(=O)c1cc(OC)c(OC)cc1NC(=O)Cc1ccccc1[N+](=O)[O-]	-0.5	129	-9.1%	-51.6%	0.5	129	/	/	/
CC(C)Nc1nc(SCC(=O)Nc2ccccc2)nc(N2CCOCC2)n1	-17.9	152	10.5%	15.0%	17.9	152	7.5	80.5	73.0
CC(=O)Nc1cc2c(cc1C(=O)C(C)C)OCCO2	6.1	98	-6.8%	10.1%	-6.1	98	0.1	91.0	90.9
COc1ccc(OCc2cnc(Cl)s2)cc1	-0.3	108	1.9%	19.7%	0.3	108	/	/	/
CC(C)(C)OC(=O)N1CC(O)CC1C(=O)OCC(=O)c1ccc(Cl)cc1 (stereo unspecified)	/	/	-1.2%	-39.8%	/	/	-16.2	86.3	102.5
O=C(Nc1nc(-c2cccs2)cs1)c1ccc(Cl)cc1	1.5	171	-15.5%	7.3%	-1.5	171	4.4	82.2	77.9
COc1cccc(-c2cc(C(=O)Nc3nc4ccccc4s3)c3ccccc3n2)c1	0.5	141	-18.9%	-10.9%	-0.5	141	/	/	/
O=C(N/N=C/c1ccc([N+](=O)[O-])o1)c1cc(-c2ccncc2)nc2ccccc12	-9.2	96	4.5%	-24.7%	9.2	96	/	/	/
O=C(c1cc(-c2cccnc2)nc2ccc(Br)cc12)N1CCC2(CC1)OCCO2	-14.0	159	/	/	14.0	159	3.2	90.9	87.7
CC(C)CNC(=O)C(=O)NNC(=O)C1CCCCC1	-2.0	121	2.3%	-75.1%	2.0	121	/	/	/
O=C(Nc1ccccc1C(=O)O)c1ccc(Cl)c(S(=O)(=O)N2CCOCC2)c1	-45.6	143	1.0%	-33.2%	?	/	4.7	97.4	92.8
Cc1cccc(N2CC(=O)N(c3cccc(C)c3)CC2=O)c1	/	/	-2.1%	4.6%	/	/	6.6	103.3	96.7
COc1ccccc1CNC(=O)CNC(=O)Cn1cnc2ccccc2c1=O	/	/	-4.3%	-13.5%	/	/	19.1	101.1	82.0
C=CCNC(=O)c1onc(CCl)c1C(=O)OC	-5.2	77	-8.8%	-3.9%	5.2	77	/	/	/
COC(=O)c1ccccc1NC(=O)c1ccc(-c2ccc(Br)cc2)o1	-6.0	77	-16.7%	16.7%	6.0	77	-5.5	93.2	98.7
CC(C)NS(=O)(=O)c1ccc(CCC(=O)Nc2ccc3c(c2)OCO3)cc1	-5.9	113	1.9%	-14.9%	5.9	113	10.8	88.3	77.5
CC(=O)Nc1ccc2oc(-c3cc(F)c(F)cc3Cl)nc2c1	0.1	111	-1.6%	8.0%	-0.1	111	2.9	88.3	85.3
CCOc1ccccc1N1CCN(Cc2ccc(OC)c(OC)c2)CC1	/	/	-2.9%	-13.5%	/	/	-3.8	87.7	91.5
CC(C)CN(C(=O)COC(=O)c1ccc2c(c1)NC(=O)CS2)C1CCS(=O)(=O)C1 (stereo unspecified)	0.6	106	8.5%	-57.7%	-0.6	106	2.0	81.6	79.6
Cc1cc(C)n(CCOC(=O)c2sc3ccccc3c2Cl)n1	-22.6	127	2.7%	-39.3%	22.6	127	14.2	104.7	90.6
CCc1nnc(NC(=O)Cn2nnc(-c3ccccc3F)n2)s1	/	/	-12.5%	12.2%	/	/	10.1	88.7	78.6
O=S(=O)(c1cccs1)N1CCC(Cc2ccccc2)CC1	-3.0	101	-4.9%	11.8%	3.0	101	6.7	91.7	85.0
COc1ccc2nc(N3CCC(O)CC3)c(C#N)cc2c1	-16.9	166	96.1%	-78.4%	16.9	166	8.2	84.5	76.2
C=CCn1c(COc2ccccc2)nnc1SCC(=O)N/N=C/c1cc(Cl)ccc1O	-2.2	205	-13.1%	-28.8%	2.2	205	/	/	/
CC(NC(=O)c1ccc(Br)s1)C1CCCO1 (stereo unspecified)	-4.5	157	9.0%	-9.5%	4.5	157	32.3	110.2	78.0
COc1cc(C(=O)Nc2c(C)cc(C)cc2C)c(-n2cnnn2)cc1OC	/	/	-13.7%	-33.3%	/	/	-4.6	78.1	82.6
Cc1cc(OCC(=O)O)c2ccccc2n1	-11.6	187	2.3%	7.0%	11.6	187	-8.9	91.4	100.3
COC(=O)C1=C2SC(C)C(=O)N2C(N)=C(C#N)C1c1ccc(OC)c(OC)c1 (stereo unspecified)	-3.2	213	2.9%	-67.0%	3.2	213	21.5	95.6	74.1
Oc1ccc(Cl)cc1-c1cc(-c2ccco2)[nH]n1	-0.2	110	0.1%	-54.9%	0.2	110	-7.8	44.3	52.2
C=CCc1ccccc1OCC(O)CN1CCN(C(=O)OCC)CC1 (stereo unspecified)	-1.4	210	-7.5%	-52.8%	1.4	210	/	/	/
COc1cc(S(=O)(=O)N2CCC(N3CCCCC3)CC2)ccc1-n1cnnn1	2.1	113	-1.1%	-46.7%	-2.1	113	10.2	93.8	83.7
COc1nc(N)c(S(=O)(=O)c2ccccc2)cc1C#N	2.7	122	-10.5%	20.7%	-2.7	122	/	/	/
Cc1cccc(N2CCN(C(=O)C(C)C)CC2)c1C	-3.5	155	-3.5%	-5.2%	3.5	155	13.4	91.5	78.1
COc1cc(NC(=O)c2ccccc2)c(OC)cc1Cl	15.3	77	/	/	-15.3	77	-27.9	40.8	68.8
O=C(N/N=C/C=C/c1ccc2c(c1)OCO2)c1ccc([N+](=O)[O-])cc1	20.9	145	32.4%	-2.1%	-20.9	145	/	/	/
CCOCCCNC(=S)N1C2CCC1CC(NC(=O)NC13CC4CC(CC(C4)C1)C3)C2 (stereo unspecified)	1.0	140	-3.6%	-67.5%	-1.0	140	/	/	/
COCCN(CCOC)S(=O)(=O)c1ccc(C(=O)Nc2nnc(C)o2)cc1	-3.9	180	-13.4%	-13.1%	3.9	180	/	/	/
O=C(N/N=C/C=C/c1ccccc1)C(O)c1ccccc1 (stereo unspecified)	-2.4	114	/	/	2.4	114	/	/	/
O=C(Nc1cccc2nsnc12)C1CC(=O)N(c2ccccc2)C1 (stereo unspecified)	-13.1	116	-0.1%	-28.9%	13.1	116	-0.9	85.6	86.5
O=C(N/N=C/c1ccc2cccc(OCc3ccccc3)c2n1)c1ccc(Cl)cc1	-1.6	128	-60.8%	-13.8%	1.6	128	/	/	/
Cc1[nH]c(=O)c(C#N)c2c1CSC(C)(C)C2	-9.7	168	-5.3%	5.3%	9.7	168	6.3	82.5	76.2
CCCS(=O)(=O)N1CCN(c2ccccc2F)CC1	12.6	101	-1.4%	-21.3%	-12.6	101	-7.4	77.2	84.6
Cc1ccc(Oc2nc3ccccc3n3cccc23)cc1	1.5	166	-1.9%	0.6%	-1.5	166	/	/	/
CC(=O)C1=C(C)NC(SCC(=O)c2ccc(-c3ccccc3)cc2)=C(C#N)C1c1cccnc1 (stereo unspecified)	-17.8	163	-20.7%	-20.8%	17.8	163	-4.3	6.2	10.6
CC(=O)c1cccc(NC(=O)C2CCCCC2)c1	-3.3	109	-12.6%	11.3%	3.3	109	8.7	97.5	88.8
O=C(C1CC1)N1CCc2cc(Br)cc(S(=O)(=O)NCc3ccc4c(c3)OCO4)c21	/	/	-5.3%	16.7%	/	/	9.5	88.7	79.2

Screening data (PubChem BioAssay)
